Pin1 inhibitor = inhibitors of human Pin1; Q13526; Pin1 FP peptide displacement, HiFluor488, 10 min; Potency, µM (series often up to 115 µM), inactives show at the highest dose activity, negative = inhibition, actives largely listed as inhibitors; 390,000 compounds, 0.009% hits; active means well fitted inhibition curve with a large enough effect in the polarisation, with a control signal flat, not every such curve was filed as active; inconclusive means small, poorly fitted or top-dose-only effect, or effect the other way, or a change in a side signal; inactive means no such curve, though single readings can be large or run the other way; the % refers to the polarisation; further: potency means the concentration at half of the fitted maximal effect; on the % scale 0 is the no-effect control and ±100 the full control effect
Target sequence (Q13526 whole entry, looked up): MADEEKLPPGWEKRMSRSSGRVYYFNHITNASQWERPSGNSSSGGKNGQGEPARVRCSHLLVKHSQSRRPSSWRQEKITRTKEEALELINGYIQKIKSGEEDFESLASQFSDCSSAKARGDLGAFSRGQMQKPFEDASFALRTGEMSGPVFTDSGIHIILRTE
PI4K2A inh = PI4K2A (human) kinase inhibition; purified PI4K2A, ADP-Glo luminescence, 1 h; hits give low values; activity change, negative = inhibition, % at 76.9 µM; 420,000 compounds, 0.13% hits; Q9BTU6; in the data active means activity change below about -50%; inconclusive means mostly about -30% to -49%;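 further: -100% = wells without enzyme as full effect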
Target sequence (Q9BTU6 whole entry, looked up): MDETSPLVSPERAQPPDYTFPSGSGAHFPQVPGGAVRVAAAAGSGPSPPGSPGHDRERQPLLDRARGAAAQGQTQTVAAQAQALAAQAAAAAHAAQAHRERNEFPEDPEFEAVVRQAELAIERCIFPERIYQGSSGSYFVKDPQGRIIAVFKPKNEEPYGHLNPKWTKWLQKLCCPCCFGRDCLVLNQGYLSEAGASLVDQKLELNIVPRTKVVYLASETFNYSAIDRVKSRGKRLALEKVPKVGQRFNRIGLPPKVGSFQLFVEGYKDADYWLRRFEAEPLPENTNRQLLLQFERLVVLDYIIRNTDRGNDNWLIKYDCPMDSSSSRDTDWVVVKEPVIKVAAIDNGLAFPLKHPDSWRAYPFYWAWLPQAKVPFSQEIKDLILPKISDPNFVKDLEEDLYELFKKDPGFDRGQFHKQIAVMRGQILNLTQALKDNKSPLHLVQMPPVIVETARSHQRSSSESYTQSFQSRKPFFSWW
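PI4K2A activity was measured by ADP-Glo luminescence: enzyme (4 ug/mL stock) and phosphatidylinositol (1.2 mM stock) in Tris pH 7.5/MgCl2/EGTA/Triton X-100 buffer were reacted with ATP (300 microM stock) for one hour at ambient temperature.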
rTrxR1 inhibitor = blocks rat thioredoxin reductase 1 | recombinant rTrxR1, NADPH fluorescence consumption, selenite substrate | 390,000 compounds, 1% hits | Potency, µM (titrated, usually from 114 µM), inactives show top-dose activity change, negative = inhibition, usual class: inhibitors | O89049; further: potency means the concentration at half of the fitted maximal effect; on the % scale 0 is the no-effect control and ±100 the full control effect; nearly all actives have a fitted effect of over 65% in size
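Rat TrxR1 (90 nM in the dispensed reagent) was pre-reduced with 400 uM NADPH for 5 min at room temperature, then incubated with compound for 15 min. After 400 uM selenite was added, NADPH fluorescence (Ex 340/Em 450 nm) was followed for 8 min.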
PGK inhibitor = blocks T. brucei phosphoglycerate kinase. P07378. PGK/GAPDH coupled, Kinase-Glo luminescence, 60 min. Potency, µM (doses to about 57.5 µM), without a hit: at the top dose activity change, negative = inhibition, hits mostly inhibitors. 380,000 compounds, 0.043% hits; further: potency means the concentration at half of the fitted maximal effect; on the % scale 0 is the no-effect control and ±100 the full control effect; nearly all actives have a fitted effect of over 60% in size
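Luminescent ATP detection (Kinase-Glo Plus) follows a 60-minute room-temperature incubation, with wells lacking PGK as controls. Buffer: 100 mM TEA (pH 7.6), 5 mM MgCl2, 0.01% Tween-20. Coupling enzyme GAPDH (100 nM final) supplies unstable 1,3-BPG in-well.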
USP1 inh = inhibitors of human USP1/UAF1 deubiquitinase. O94782. recombinant USP1/UAF1, Ub-Rhodamine cleavage fluorescence. Potency, µM (series often up to 57.1 µM), inactives show at the highest dose activity change, negative = inhibition, actives largely listed as inhibitors. 390,000 compounds, 0.23% hits; further: potency means the concentration at half of the fitted maximal effect; on the % scale 0 is the no-effect control and ±100 the full control effect; nearly all actives have a fitted effect of over 60% in size; inactives centre near -12
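In this screen, compounds sit with the deubiquitinase complex (1nM) for 15 min at room temperature before Ub-Rho is added at 150nM final. Fluorescence rise is then followed for 6 reads every 60 seconds.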
HP1b binding inh = inhibitors of HP1-beta chromodomain binding to methylated histone tails | 390,000 compounds, 0.56% hits | AID 540317 | AlphaScreen HP1-beta / biotin-H3K9me3 peptide binding | Potency, µM (series often up to 114 µM), without a hit: top-dose activity change, negative = inhibition, usual class: inhibitors; further: potency means the concentration at half of the fitted maximal effect; nearly all actives have a fitted effect of over 70% in size; inactives centre near 23
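AlphaScreen: HP1-beta (50 nM) preformed 30 min with biotin-H3(1-18)K9me3 peptide (50 nM) in PBS pH 7.4, 0.01% Tween-20. Compound added for 30 min at RT, then streptavidin donor/nickel chelate acceptor beads (10 ug/mL) for 30 min.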
GLS inh = inhibitors of human glutaminase (GLS). GLS enzymatic activity, qHTS titration. Potency, µM (top dose mostly 45.5 µM), for the others: at the top dose activity change, negative = inhibition, actives largely listed as inhibitors. 410,000 compounds, 0.21% hits. O94925; further: potency means the concentration at half of the fitted maximal effect; on the % scale 0 is the no-effect control and ±100 the full control effect
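hKGA; 45 mM KH2PO4 pH 8.2 + 0.02% Tween-20; cpd via pin tool; 1 mM Gln soln; GluOx/HRP/Amplex Red; RT 30 min; fluor. t0 & final.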
IDH1 R132H inh = human IDH1 R132H inhibition | O75874 | IDH1-R132H enzyme, NADPH consumption, diaphorase/resazurin fluorescence | Potency, µM (highest dose often 76.6 µM), without a hit: top-dose activity change, negative = inhibition, actives largely listed as inhibitors | 390,000 compounds, 0.093% hits | AID 602179; further: potency means the concentration at half of the fitted maximal effect; on the % scale 0 is the no-effect control and ±100 the full control effect; nearly all actives have a fitted effect of over 65% in size
Target sequence (O75874 whole entry R132H, stated change not applied): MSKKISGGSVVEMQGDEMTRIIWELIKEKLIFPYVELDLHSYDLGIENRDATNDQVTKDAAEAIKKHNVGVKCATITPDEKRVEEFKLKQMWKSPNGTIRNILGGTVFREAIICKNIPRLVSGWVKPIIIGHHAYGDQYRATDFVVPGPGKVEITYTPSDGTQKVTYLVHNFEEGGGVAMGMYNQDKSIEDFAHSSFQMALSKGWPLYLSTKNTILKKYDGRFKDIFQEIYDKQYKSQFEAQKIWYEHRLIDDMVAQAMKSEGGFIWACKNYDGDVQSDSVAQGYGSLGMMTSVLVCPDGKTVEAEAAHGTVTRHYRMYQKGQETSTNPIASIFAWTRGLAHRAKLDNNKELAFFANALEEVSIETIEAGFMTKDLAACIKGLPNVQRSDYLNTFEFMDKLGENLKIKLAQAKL
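IDH1-R132H (0.5 ug/mL dispensed) in pH 7.5 Tris buffer was preincubated 30 min with compound, then given a substrate mix of 0.016 mM NADPH and 2 mM alpha-KG for 80 min at room temperature; remaining NADPH was read by diaphorase/resazurin fluorescence.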
TrxR1 substrate = substrates of rat thioredoxin reductase 1. Potency, µM (series often up to 114 µM), inactives show at the top dose activity change, negative = substrate turnover. 390,000 compounds, 0.01% hits. purified TrxR1 substrate turnover, NADPH consumption readout. O89049. AID 588456; further: potency means the concentration at half of the fitted maximal effect; on the % scale 0 is the no-effect control and ±100 the full control effect; nearly all actives have a fitted effect of over 50% in size
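Rat TrxR1, dispensed at 90 nM, was prereduced with 400 uM NADPH (final) for 5 min at ~22 deg C, then incubated with compound 15 min before 400 uM selenite. A first-read NADPH fluorescence drop versus no-compound background flagged substrates.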
An asterisk follows results filed as active; i = inactive; ? = inconclusive; . = no result given; & = joins results of further samples; [ ] = remark or other dose. Unless noted, the call rests on the fitted dose curve; in most records, active means well fitted curve in the direction sought with a large enough effect; inconclusive means small, poorly fitted or top-dose-only effect, or another doubt; inactive means no such curve, though single readings can be large; an effect the other way counts as inactive or inconclusive. This is a subset; rates above refer to the full screens.

SMILES | Pin1 inhibitor | PI4K2A inh | rTrxR1 inhibitor | PGK inhibitor | USP1 inh | HP1b binding inh | GLS inh | IDH1 R132H inh | TrxR1 substrate
CCCc1cc(=O)n2[nH]c(-c3ccc(OC)cc3)nc2n1 | -11% | -3 | 14%[57.1 µM] | 12% | -17% | 43%[activator] | 4% | 5% | 14%[57.1 µM]
CC(NS(=O)(=O)c1ccc(Cl)cc1)C(c1cccs1)N1CCN(C)CC1 (centres undefined) | 0% | 2 | -8% | -2% | 4% | 3% | 6% | 3% | -8%
O=C(O)C1=C[C@@H](c2coc3ccccc3c2=O)C[C@@H](OCc2ccc(CO)cc2)O1 | 0% | -2 | 1% | 4% | -15% | 22% | 8% | -13% | 2%
O=C(OCC(=O)N1CCCc2ccccc21)c1cccnc1Cl | 8% | 0 | 13% | 4% | -20% | 47%[activator] | -3% | -7% | 2%
NC(=O)COc1c(-c2ccc(Br)o2)oc2ccccc2c1=O | 8% | -4 | -35% | i | -13% | 20% | -5% | -4% | 97%[activator]
Cc1cc(NC(=O)CSc2nc(-c3cccc(F)c3)nc3c2c(=O)n(C)c(=O)n3C)no1 | -1% | -2 | 22%[57.1 µM] | i | -6% | 20%[57 µM] | -8% | -4% | 1%[57.1 µM]
CN(C)/C=C/C(=O)Oc1ccc(Cl)cc1Cl | 2% | -3 | 18%[57.1 µM] | -6% | -6% | 57%[activator] | -2% | 0% | 7%[57.1 µM]
Cc1ccsc1/C=N/Nc1nc(=O)[nH]nc1C | -4% | -71* | -21% | 28µM* | -18% | 30% | 1% | 3% | -18%
COc1ccccc1CC(=O)Nc1ccc(S(=O)(=O)N2CCCCC2)cc1 | 11% | -19 | 12%[57.1 µM] | 0% | -12% | -17% | -5% | 2% | 3%[57.1 µM]
O=C(O)CN1C(=O)C2C3CC(C2C1=O)C1C(c2ccc(Cl)cc2)c2sc(=O)[nH]c2SC31 (centres undefined) | -11% | -6 | 16% | -8% | -16% | -1% | 20% | -1% | 6%
Cc1ccc(-c2nc3ccccc3[nH]2)cc1NC(=O)c1sc2ccccc2c1Cl | -3% | -10 | 4%[57.1 µM] | 1% | 1% | 21% | 14% | 4% | 13%[57.1 µM]
CCc1nnc(SCc2nc(-c3ccccc3F)oc2C)c2cc3sccc3n12 | 1% | -5 | 11% | 7% | -10% | 3% | 3% | 2% | -4%
COC(=O)[C@H](CCSC)NC(=O)Nc1ccc(C)cc1 | 1% | -2 | 23% | -1% | -8% | 25% | 4% | 6% | 8%
O=C(NNS(=O)(=O)c1ccc(F)cc1)c1cc(Cl)ccc1O | 0% | -3 | 5% | i | -15% | 59%[activator] | 26% | 6% | 6%
O=C(Nc1ncc(Cc2cccc(Cl)c2)s1)C1CCCO1 (centres undefined) | -4% | -6 | ? | 6% | 0% | 56%[activator] | 16% | 3% | -7%
CCCCNS(=O)(=O)c1ccc2nc(-c3cccnc3)cc(C(=O)NCCCOCC)c2c1 | 7% | -1 | 21%[57.1 µM] | -6% | -10% | 55%[activator] | -1% | 0% | 5%[57.1 µM]
CCN(C(=O)c1cc2cc(Br)cc(OC)c2oc1=O)c1ccccc1 | 2% | 1 | 0% | 1% | -13% | 11% | 4% | -3% | -8%
COc1cccc(C(=O)Nc2ccc(F)c(F)c2F)c1 | -1% | -13 | 10% | i | -7% | 12% | 14% | 11% | 1%
Oc1ccccc1C1CC(c2cccs2)=NC(c2cccc(Br)c2)N1 (centres undefined) | -1% | 1 | -56% | -4% | -25% | 39%[activator] | -9% | 1% | 7%[57.1 µM]
COc1ccc(C(=O)NNC(=O)c2ccc(S(=O)(=O)N3CCOCC3)cc2)cc1 | -2% | 0 | 17% | -1% | -19% | 23% | 9% | -6% | 6%

Shown as a hit in PGK inhibitor (from the list above):
SMILES | Pin1 inhibitor | PI4K2A inh | rTrxR1 inhibitor | PGK inhibitor | USP1 inh | HP1b binding inh | GLS inh | IDH1 R132H inh | TrxR1 substrate
Cc1ccsc1/C=N/Nc1nc(=O)[nH]nc1C | -4% | -71* | -21% | 28µM* | -18% | 30% | 1% | 3% | -18%

(further entries)
SMILES | Pin1 inhibitor | PI4K2A inh | rTrxR1 inhibitor | PGK inhibitor | USP1 inh | HP1b binding inh | GLS inh | IDH1 R132H inh | TrxR1 substrate
CCN(CC)C(=O)[C@H]1CC(CC(=O)NCC23CC4CC(CC(C4)C2)C3)C(=O)N2CCc3c([nH]c4ccc(OC)cc34)[C@]12C (some centres undefined) | 1% | -2 | 16% | 0% | -12% | -13% | -1% | 26% | -6%
N#Cc1c(N)c(C(=O)c2ccccc2)n2c1CCC2 | -4% | -2 | -1% | 4% | 1% | 18% | 2% | 13% | -1%
COc1ccc(-c2ccc3c(c2)O[C@H](CN(C)C(=O)Nc2ccccc2F)[C@@H](C)CN([C@H](C)CO)S3(=O)=O)cc1 | . | 4 | . | -8% | ? | . | -1% | 10% | .
CCOCc1nnc(NC(=O)c2ccc(OC)cc2)s1 | 11% | 1 | 0%[57.1 µM] | -3% | -3% | 30% | -1% | -9% | 5%
COc1ccccc1S(=O)(=O)Cc1ccc(C(=O)NC(C)c2ccc3c(c2)OCCO3)o1 (centres undefined) | -1% | -9 | -8% | 5% | -1% | 16% | 0% | 7% | 5%
O=C1c2ccccc2NC(c2cnc3ccccc3n2)N1O (centres undefined) | 0% | -12 | -11%[11.4 µM] | -3% | 1% | 29% | 1% | 8% | -5%[11.4 µM]
COc1ccc(S(=O)(=O)CCC(=O)NCc2ccc(C)o2)cc1 | -1% | 0 | 20µM* | -1% | -15% | 6% | 3% | 10% | -1%[57.1 µM]
Cc1ccc(NC(=O)C2CCCN(C3=NS(=O)(=O)c4ccccc43)C2)c(O)c1 (centres undefined) | 18% | -1 | 7% | -4% | -2% | -8% | 9% | -3% | 0%
COc1cc(OC)cc(C(=O)NCCOC23CC4CC(CC(C4)C2)C3)c1 | ? | 1 | -9% | -9% | -16% | 46%[activator] | -9% | -5% | -11%
O=C(NC1CCCC1)c1cc(-c2ccc(Cl)c(Cl)c2)on1 | 9% | 0 | 11% | 7% | -15% | 36% | 1% | 3% | -1%
COc1cc2c(-c3cccc(Cl)c3)nc3c(c(C)nn3-c3ccccc3)c2cc1OC | 11% | 0 | 14% | -11% | -22% | 57%[activator] | -2% | 17% | 16%
O=C(c1ccccc1)c1nn(-c2ccc(Cl)cc2)cc1C(=O)c1cc2ccccc2oc1=O | 13% | -1 | 17% | -3% | 0% | 7% | 4% | 3% | 2%
Cc1sc(NC(=O)C2CC=CCC2C(=O)O)c(C(=O)OC(C)C)c1C (centres undefined) | -1% | -1 | -10%[57.1 µM] | -23% | -12% | 23% | 26% | 0% | 13%[57.1 µM]
COc1ccc(/C=C(\NC(=O)c2ccc(Cl)cc2)C(=O)NCC2CCCO2)cc1OC (centres undefined) | -2% | -3 | 9%[57.1 µM] | -4% | -19% | 9% | -1% | 25% | -3%[57.1 µM]
COc1cc(-c2noc(-c3nnn(-c4ccc(Cl)cc4)c3C)n2)cc(OC)c1OC | 0% | -2 | 17%[57.1 µM] | . | -1% | -6% | 3% | . | 1%[57.1 µM]
CCN(CC)CCNC(=O)Cn1ncc2ccccc2c1=O | -5% | 0 | 13% | -2% | -23% | 20% | -1% | -5% | 2%
Cc1c(OCC(=O)NC(Cc2ccc(Cl)cc2)C(=O)O)ccc2c3c(c(=O)oc12)CCC3 (centres undefined) | -8% | 2 | -12% | i | -30% | 33% | 6% | -3% | 28%
CC(C)(Sc1ccc(CCN(CCCCC2CCCCC2)C(=O)NC2CCCCC2)cc1)C(=O)O | . | 1&-1 | ? | -15% | ? | 14% | 7% | 10% | -5%[57.1 µM]
Cc1cc(NC(=O)c2ccc(N3CCCC3)c([N+](=O)[O-])c2)no1 | ? | -6 | 26%[57.1 µM] | -7% | -1% | 18% | -15% | 12% | -3%[57.1 µM]
CCSc1ccccc1C(=O)Nc1cccnc1 | -3% | 1 | -7% | -5% | -9% | 18% | -4% | 4% | -6%
N#Cc1ccccc1CSc1nc(O)cc(=O)[nH]1 | -8% | -4 | -3% | i | -3% | 16% | 0% | 4% | -8%
Cn1c(SCc2cccc(F)c2)nnc1-c1cnccn1 | -3% | -4 | 11%[57.1 µM] | -4% | -8% | 27% | -17% | 1% | -21%[57.1 µM]
CCCNS(=O)(=O)c1ccc(CCC(=O)N2CCC(C)CC2)cc1 | -3% | -4 | -6% | -2% | -1% | 38% | 6% | 7% | -3%
Cc1csc(NC(=O)CCCc2cccs2)n1 | 3% | 1 | 33%[57.1 µM] | -4% | -6% | 10% | -6% | 3% | 15%[57.1 µM]
O=C(NCc1ccccn1)C1CCN(S(=O)(=O)N2CCCC2)CC1 | -17% | -1 | 11% | . | -10% | 43%[activator] | -4% | 2% | 4%
CCn1c(SCc2ccccc2)nc2ccccc2c1=O | -1% | 7 | 17% | -4% | -28% | 158%[activator] | 4% | 7% | 7%
O=C(COC(=O)c1cc(-c2ccccc2Cl)nc2ccccc12)Nc1ncc(C(F)(F)F)cc1Cl | 0% | 1 | -6% | -6% | -16% | ? | 17% | 0% | -7%
Cc1ccnc(N2CCC(C(=O)Nc3nnc(C)s3)CC2)n1 | 1% | -2 | 17% | -6% | -21% | 6% | 4% | -1% | 27%
CN(c1cccc(NC(=O)c2ccccc2N(Cc2ccccc2)S(C)(=O)=O)c1)S(C)(=O)=O | -6% | -3 | 13% | -2% | -23% | 50%[activator] | 0% | -5% | -1%
